PLAP inhibitors HTS: PLAP enzyme inhibitors, biochemical, luminescence, HTS (AID 690); purified PLAP, luminescent substrate; higher % means a stronger effect; inhibition, % at 20 µM; hits with a dose series show IC50 in µM; 96,000 tested, 0.08% active; in the data active = a potency from the dose series; inactive = the rest, 99 in 100 with inhibition below about 30%; note: strong numbers were not always called active
IL1B NFkB inh: blocks IL-1B driven NFkB nuclear translocation in HUVEC cells; HUVEC IL-1B NFkB p65 nuclear translocation imaging; inhibition, % at 2 µM; 94,000 tested, 0.43% active;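 active = inhibition above about 30% together with a positive call from visual inspection of the well image, limit read from the data; inconclusive = inhibition above a set limit but visual check negative; inactive = inhibition not above a set limit, visual check negative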;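 note: nuclear over cytoplasmic p65 intensity ratio measured by imaging; 0% = IL-1B stimulated DMSO wells and 100% = unstimulated DMSO wells; values of inactives mirror those of a sister screen read the other way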
MRP reversal: compounds reversing MRP-mediated drug resistance | AID 602 | 85,000 tested, 0.04% active | H69AR cells + 2 uM doxorubicin, CellTiter-Glo, 72 h | differential viability (reversal), % at 10 µM;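 active = viability drop by adding the cancer drug above about 55%, with treated viability meeting a 40% cutoff, limit read from the data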;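 note: viability without doxorubicin minus viability with 2 µM doxorubicin for each compound; larger differential means the compound sensitizes cells more to doxorubicin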
NFkB transloc pot: enhances IL-1B driven NFkB nuclear translocation | HUVEC IL-1B NFkB p65 nuclear translocation imaging | activation, % at 2 µM | 94,000 tested, 0.3% active | AID 819;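 active = activation above 40%, about the mean plus 3 SD, also judged a hit on visual image review; inconclusive = activation above 40% but not a hit on visual review; inactive = activation not above 40% and no visual hit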;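 note: percent activation is computed from the nuclear over cytoplasmic p65 intensity ratio; values of inactives mirror those of a sister screen read the other way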
Bcl-B TR3 displacers: displacers of TR3 peptide from Bcl-B, primary screen, selectivity assay for Bfl-1 inhibitor project, biochemical, fluorescence polarization. 96,000 tested, 0.11% active. AID 748. displacement, % at 20 µM; hits with a dose series show IC50 in µM. FP displacement of FITC-TR3 peptide from Bcl-B; higher % means a stronger effect;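 active = displacement above 50% at 20 µM plus a fluorescence interference ratio under 1.5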;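 note: plate controls were wells without compound for no effect and wells lacking Bcl-B protein for full effect; a part of the inactive calls stands beside numbers as strong as those of hits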
MRP reversal cytotoxicity: second read-out of MRP reversal, no call of its own (marks repeat the call); viability, %; H69AR cells, CellTiter-Glo, 72 h; measured here: cytotoxicity without doxorubicin
MRP reversal with doxorubicin: recorded beside MRP reversal, whose call it bears; viability, %; measured here: viability with 2 uM doxorubicin; hits give low values
IL1B NFkB inh cell count 2 µM: recorded beside IL1B NFkB inh, whose call it bears; cell count; measured here: cells passing quality filter;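 raw number of nuclei counted in each imaged well without normalization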
NFkB transloc pot cell count 2 µM: also measured in NFkB transloc pot; calls as there; cell count; measured here: cells passing quality filter
Numbers without * were called inactive; ? = inconclusive; · = no result given. Some of the compounds tested, so the mix of outcomes need not match the whole.

SMILES | PLAP inhibitors HTS | IL1B NFkB inh | IL1B NFkB inh cell count 2 µM | MRP reversal | MRP reversal cytotoxicity | MRP reversal with doxorubicin | NFkB transloc pot | NFkB transloc pot cell count 2 µM | Bcl-B TR3 displacers
Cc1cccc(C)c1NC(=O)CSc1nnc(-c2ccccc2)n1Cc1ccc2c(c1)OCO2 | -42.4% | 12.0 | 170 | 8.2 | 72.2 | 63.9 | -12.0 | 170 | -6.2%
CCOC(=O)CCC(NC(=O)c1ccc(NCN2C(=O)c3ccccc3C2=O)cc1)C(=O)OCC (configuration not stated) | -21.9% | -9.1 | 97 | -8.0 | 89.8 | 97.8 | 9.1 | 97 | -0.2%
N#Cc1c(Sc2ncc(C(F)(F)F)cc2Cl)nsc1C/C=N\OCc1c(F)cccc1Cl | 21.5% | 7.5 | 153 | -9.0 | 77.2 | 86.2 | -7.5 | 153 | -26.2%
Oc1c(C=C2N=c3ccccc3=N2)sc(=S)n1-c1ccc(F)cc1 | 28.7% | -1.3 | 166 | · | · | · | 1.3 | 166 | -1.5%
O=c1cc(CO)occ1OCc1ccccc1 | -13.2% | -10.0 | 162 | · | · | · | 10.0 | 162 | -0.2%
Cn1c(=O)c(-c2ccccc2)nc2ccccc21 | · | 2.4 | 155 | -7.1 | 85.2 | 92.3 | -2.4 | 155 | ·
Cc1ccc(-n2c(SCC(=O)Nc3cc(C)on3)nc3ccccc3c2=O)cc1 | 20.7% | -5.0 | 150 | · | · | · | 5.0 | 150 | -4.0%
COc1ccc(Cn2nnc3c(=O)[nH]c(C(=O)NCCc4ccc(F)cc4)nc32)cc1OC | -68.5% | · | · | 17.5 | 109.3 | 91.8 | · | · | 5.9%
COc1ccc(CCN2C(=O)c3cccc4cccc(c34)C2=O)cc1OC | 11.7% | -4.0 | 152 | · | · | · | 4.0 | 152 | -0.2%
Cc1ccccc1NC(=O)NC1(C(=O)NCCCN2CCOCC2)CCCCC1 | · | -5.8 | 97 | 6.9 | 89.6 | 82.7 | 5.8 | 97 | ·

Reformatted as labelled records: part of the list above
O=c1cc(CO)occ1OCc1ccccc1
  PLAP inhibitors HTS = -13.2%
  IL1B NFkB inh = -10.0
  IL1B NFkB inh cell count 2 µM = 162
  MRP reversal = ·
  MRP reversal cytotoxicity = ·
  MRP reversal with doxorubicin = ·
  NFkB transloc pot = 10.0
  NFkB transloc pot cell count 2 µM = 162
  Bcl-B TR3 displacers = -0.2%

Cc1cccc(C)c1NC(=O)CSc1nnc(-c2ccccc2)n1Cc1ccc2c(c1)OCO2
  PLAP inhibitors HTS = -42.4%
  IL1B NFkB inh = 12.0
  IL1B NFkB inh cell count 2 µM = 170
  MRP reversal = 8.2
  MRP reversal cytotoxicity = 72.2
  MRP reversal with doxorubicin = 63.9
  NFkB transloc pot = -12.0
  NFkB transloc pot cell count 2 µM = 170
  Bcl-B TR3 displacers = -6.2%

Following part
SMILES | PLAP inhibitors HTS | IL1B NFkB inh | IL1B NFkB inh cell count 2 µM | MRP reversal | MRP reversal cytotoxicity | MRP reversal with doxorubicin | NFkB transloc pot | NFkB transloc pot cell count 2 µM | Bcl-B TR3 displacers
COc1cc(NC(=O)c2ccc(Br)o2)ccc1NC(=O)C(C)C | 10.5% | -5.8 | 69 | -12.1 | 77.4 | 89.4 | 5.8 | 69 | -5.6%
COc1ccccc1C(=O)NC(=S)N1CCCc2ccccc21 | 2.8% | 2.0 | 168 | · | · | · | 6.3 | 130 | 4.8%
CC(=O)Cc1nsc(NC(=O)C2Cc3ccccc3C(=O)O2)n1 (configuration not stated) | 2.1% | 3.5 | 152 | 8.8 | 98.1 | 89.3 | -3.5 | 152 | -24.4%
Cc1ccc(-n2c(Cc3cccn3C)nnc2SCC(=O)NC2CCCCC2)cc1 | -33.7% | · | · | -0.5 | 87.6 | 88.2 | · | · | 3.8%
COc1ccc(-n2c(=O)c3ccccc3n(Cc3ccc(F)cc3)c2=O)cc1OC | -18.8% | -4.0 | 172 | 7.5 | 51.8 | 44.3 | 4.0 | 172 | 2.8%
O=C(NCc1ccco1)C(c1ccc(F)cc1)N(Cc1cccnc1)C(=O)Cn1nnc2ccccc21 (configuration not stated) | 9.4% | 0.1 | 176 | 4.8 | 89.0 | 84.3 | -0.1 | 176 | -0.6%
CCOC(=O)c1ccc(CNC(=O)C(Cc2c[nH]c3ccccc23)NC(C)=O)o1 (configuration not stated) | 3.8% | -12.5 | 175 | 10.7 | 98.8 | 88.1 | 12.5 | 175 | 0.0%
CCCCNC(=O)C1CCCN1C(=O)Nc1ccccc1 (configuration not stated) | · | -15.2 | 125 | -13.5 | 83.5 | 97.0 | 15.2 | 125 | ·
CCOCCc1nnc(NC(=O)Cc2ccccc2)s1 | 3.6% | -12.1 | 150 | -0.9 | 90.1 | 91.0 | 12.1 | 150 | -12.9%
O=C(CSc1nnc(CNC(=O)c2cccs2)o1)NC1CCCCC1 | 13.2% | 6.3 | 60 | 17.9 | 98.3 | 80.4 | -6.3 | 60 | -3.6%
O=C(Nc1ccc(OC(=O)c2ccncc2)cc1)c1ccncc1 | 17.9% | -16.6 | 169 | 17.3 | 104.1 | 86.8 | 16.6 | 169 | 3.5%
CCc1nnc(NC(=O)CSc2nnnn2C)s1 | · | -5.5 | 164 | 15.2 | 108.1 | 92.9 | 5.5 | 164 | ·
CCn1c(C(C)NC(C)=O)nc2ccccc21 (configuration not stated) | 3.8% | 15.4 | 120 | -1.1 | 94.6 | 95.6 | -15.4 | 120 | -0.4%
Cc1ccc(Cl)cc1NC(=O)CSC(N)=O | -66.2% | 17.3 | 155 | 6.0 | 7.6 | 1.6 | -17.3 | 155 | -17.0%
Cc1ccc(-n2c(O)cnc2Nc2nc(C)cc(C)n2)cc1 | -31.2% | -8.2 | 101 | -3.9 | 83.1 | 87.0 | 8.2 | 101 | -8.7%
Cc1cc2c(c(=O)n1CCc1ccccc1)C(C(C)C)C(C#N)=C(N)O2 (configuration not stated) | -8.0% | · | · | -12.7 | 75.0 | 87.7 | · | · | -1.6%
Cc1cccc(-c2nnc3n2N=C(c2ccccc2)CS3)c1 | 26.1% | -12.8 | 162 | -50.5 | 36.0 | 86.5 | 12.8 | 162 | 8.8%
COCCSc1ccccc1C(=O)Nc1ccncc1 | -55.7% | -22.8 | 125 | 19.2 | 96.0 | 76.8 | 22.8 | 125 | -9.8%
CCOC(=O)c1cnn(-c2ccccc2)c1-n1cccc1C(=O)C(=O)Nc1ccc(F)cc1 | -3.5% | -1.2 | 199 | · | · | · | 1.2 | 199 | -5.2%
CCOCC(=O)Nc1cc(-c2cn3cccnc3n2)ccc1C | -9.2% | -20.8 | 187 | -6.6 | 89.8 | 96.4 | 20.8 | 187 | -6.3%
Cc1cc(C(=O)CSc2n[nH]c(N)n2)c(C)n1-c1ccc(F)cc1 | · | 5.7 | 88 | -19.4 | 39.9 | 59.3 | -5.7 | 88 | ·
COc1cc2c(cc1NS(=O)(=O)N1CCCCC1)oc1ccccc12 | -47.3% | 11.8 | 103 | 2.1 | 77.2 | 75.0 | -11.8 | 103 | -0.3%
Cc1cc(C(=O)CSc2nnc(-c3cccnc3)n2-c2ccccc2F)c(C)n1CC1CCCO1 (configuration not stated) | -37.8% | 7.0 | 177 | 10.5 | 84.9 | 74.4 | -7.0 | 177 | 23.6%
O=C(CN1CCN(S(=O)(=O)c2ccccc2)CC1)Nc1cccc(C(F)(F)F)c1 | -55.5% | 3.5 | 178 | -25.6 | 49.5 | 75.1 | -3.5 | 178 | -16.2%
COc1ccc(CN2CCN(S(=O)(=O)c3ccccc3)CC2)c(OC)c1 | -9.8% | 2.9 | 149 | 4.7 | 78.7 | 74.0 | -2.9 | 149 | -11.7%
CCn1c(-c2cc(-c3ccc(OC(C)C)cc3)nc3ccccc23)n[nH]c1=S | -116.5% | 6.5 | 181 | · | · | · | -6.5 | 181 | -7.5%
COc1cc2ncnc(NCc3ccccc3)c2cc1OC | 2.0% | -7.4 | 122 | · | · | · | 7.4 | 122 | -1.2%
Nn1cnnc1SC1CCCCC1NS(=O)(=O)c1ccccc1 (configuration not stated) | 1.0% | 0.0 | 169 | 0.0 | 92.3 | 92.3 | 0.0 | 169 | -3.5%
O=C(COC(=O)C1CCN(S(=O)(=O)c2cc([N+](=O)[O-])ccc2Cl)CC1)Nc1ncc(Cl)cc1Cl | -25.0% | 2.8 | 172 | -6.3 | 65.4 | 71.7 | -2.8 | 172 | 3.81µM*
CCOC(=O)C1CCCN(S(=O)(=O)c2ccc(OC)c3ccccc23)C1 (configuration not stated) | -76.6% | -36.3 | 120 | -21.8 | 41.9 | 63.7 | 36.3 | 120 | -45.7%
CC(C)C1C(=O)NC(=S)N1S(=O)(=O)c1ccc(C(C)(C)C)cc1 (configuration not stated) | -33.9% | -11.2 | 206 | · | · | · | 11.2 | 206 | 3.6%
CCC(O)c1cc2c(cc1NC(=O)c1cccs1)OCCO2 (configuration not stated) | 23.1% | -13.9 | 150 | -13.6 | 91.7 | 105.3 | 13.8 | 150 | -5.2%
COc1ccc(OC)c(NC=C2C(=O)OC3(CCCCC3)OC2=O)c1 | -42.8% | -1.5 | 145 | 12.8 | 102.9 | 90.1 | 1.5 | 145 | 2.4%
Cc1c(Br)c(C(F)(F)F)nn1CC(=O)NCC1CCCO1 (configuration not stated) | -3.7% | · | · | 2.7 | 90.3 | 87.6 | · | · | -0.8%
CCN1CCN(C(c2cccs2)C(C)NC(=O)c2ccccc2OC)CC1 (configuration not stated) | -50.9% | · | · | 13.2 | 90.7 | 77.5 | · | · | -3.6%
O=C(Cc1ccc(Cl)cc1)NCC(=O)N1CCCC1 | 18.2% | -0.5 | 33 | 5.1 | 96.9 | 91.8 | 0.5 | 33 | 2.0%
CCN(CC)S(=O)(=O)c1ccc(NC(=O)CSc2nnc(-c3cccc(OC)c3)n2C)cc1 | -16.8% | -4.1 | 173 | -10.3 | 54.5 | 64.8 | 4.1 | 173 | -4.0%
COc1cc(C(=O)Nc2cc(C)c(OCC(=O)N3CCOCC3)c(C)c2)cc(OC)c1OC | -83.6% | -7.8 | 86 | 3.3 | 72.5 | 69.2 | 7.8 | 86 | 11.1%
COc1ccc2nc(C(C)O)[nH]c2c1 (configuration not stated) | · | -13.9 | 182 | 0.7 | 96.5 | 95.8 | 13.9 | 182 | ·
CC(/C=N\NC(=O)Cn1c(C)nc2ccccc21)=C\c1ccccc1 | 12.7% | -12.7 | 102 | · | · | · | 12.7 | 102 | 0.1%

The final 2 records of the section before come first, to join the parts:
SMILES | PLAP inhibitors HTS | IL1B NFkB inh | IL1B NFkB inh cell count 2 µM | MRP reversal | MRP reversal cytotoxicity | MRP reversal with doxorubicin | NFkB transloc pot | NFkB transloc pot cell count 2 µM | Bcl-B TR3 displacers
COc1ccc2nc(C(C)O)[nH]c2c1 (configuration not stated) | · | -13.9 | 182 | 0.7 | 96.5 | 95.8 | 13.9 | 182 | ·
CC(/C=N\NC(=O)Cn1c(C)nc2ccccc21)=C\c1ccccc1 | 12.7% | -12.7 | 102 | · | · | · | 12.7 | 102 | 0.1%
CC(C)OC(=O)CSc1nc(-c2ccc(F)cc2)nc2ccc(F)cc12 | 14.0% | 0.9 | 135 | · | · | · | -0.9 | 135 | 2.7%
COc1ccccc1C1/C(=C(/O)c2ccccc2)C(=O)C(=O)N1CCO (configuration not stated) | -9.1% | -8.4 | 144 | -9.1 | 102.1 | 111.2 | 8.4 | 144 | 13.6%
Fc1ccc(N2CCN(c3ccc4c(C(F)(F)F)cc(C(F)(F)F)nc4n3)CC2)cc1 | -18.4% | -2.0 | 161 | · | · | · | 2.0 | 161 | -0.7%
NC(=S)N/N=C/c1ccc(-c2cccc([N+](=O)[O-])c2)o1 | -3.5% | -0.3 | 111 | · | · | · | 0.3 | 111 | -3.1%
CCC(CC)C(=O)N(CCc1ccc(OC)cc1)Cc1nc2ccccc2c(=O)[nH]1 | -43.6% | 18.6 | 193 | · | · | · | -18.6 | 193 | 9.9%
CCCCCCC(=O)Nc1ccc(C(=O)N/N=C/c2cccnc2)cc1 | 7.0% | -11.2 | 121 | · | · | · | 11.2 | 121 | 7.4%
CC(C)CCn1c(CN(C)Cc2ccccc2)nc2c1c(=O)n(C)c(=O)n2C | -29.5% | -50.5 | 113 | 7.1 | 57.0 | 49.9 | ? | · | 4.2%
